From PubChem
PriA SSB inh: inhibitors of Klebsiella pneumoniae PriA binding to SSB C-terminal tail, primary screen, biochemical, AlphaScreen. PriA–SSB C-terminal tail interaction (Klebsiella pneumoniae). AlphaScreen SSBct-PriA binding, biotinylated peptide. inhibition, % at 33 µM. hit rate 0.6% among 430,000. AID 1272365, 2023; in the data active means inhibition mostly above about 37%, no sharp cut-off; inactive means mostly below about 20%;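 further: plate controls were negative control peptide for no effect and reference peptide for full effect; strong numbers were not always called active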
GDH-TPI counter: GDH-TPI coupling enzyme inhibitors, primary screen, artefact control for M. tuberculosis FBA inhibitor project, biochemical, absorbance, full deck; GDH-TPI coupled enzyme counterscreen, NADH absorbance; AID 588335, 2011; inhibition, % at 4.8 µM; hit rate 1.2% among 360,000; in the data active means inhibition above about 30%;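 further: 0% = DMSO wells and 100% = wells lacking the enzyme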
Mtb BioA inh: M. tuberculosis BioA enzyme inhibitors, primary screen, biochemical, plate reader, single point, HTS | hit rate 0.096% among 360,000 | inhibition, % at 9.99 µM | AID 602481, 2012 | purified M. tuberculosis BioA enzyme; in the data active means inhibition above about 40%
Mtb UGM inh: M. tuberculosis UGM enzyme inhibitors, primary screen, biochemical, fluorescence polarization, single point. UDP-galactopyranose mutase (Mycobacterium tuberculosis (strain ATCC 25618 / H37Rv)), …. purified UGM, fluorescence polarization probe displacement. inhibition, % at 10 µM. hit rate 0.06% among 320,000. AID 504406, 2011; in the data active means inhibition above about 10%, passing the limit was not always enough
BH1578 lux ind: inducers of Vibrio cholerae quorum light production without autoinducers, primary screen, BH1578 luxS cqsA deficient, single point; V. cholerae BH1578 lux reporter, luminescence, 6 h; activation, % at 18.7 µM; hit rate 0.16% among 350,000; in the data active means activation mostly above about 9.7%, no sharp cut-off; further: not every result past the cut was called active; inactives centre near 0; reference of the scale not given here
Rv3671c inh: Rv3671c serine protease inhibitors, primary screen, biochemical, fluorescence polarization, M. tuberculosis H37Rv; P9WHR9; inhibition, % at 5.96 µM; hit rate 0.048% among 320,000; AID 2606, 2010; in the data active means inhibition above about 38%;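 further: extracellular domain of Rv3671c used as enzyme; 0% = enzyme with DMSO and 100% = no enzyme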
Target sequence (P9WHR9 whole entry, looked up, the tested form may be a part): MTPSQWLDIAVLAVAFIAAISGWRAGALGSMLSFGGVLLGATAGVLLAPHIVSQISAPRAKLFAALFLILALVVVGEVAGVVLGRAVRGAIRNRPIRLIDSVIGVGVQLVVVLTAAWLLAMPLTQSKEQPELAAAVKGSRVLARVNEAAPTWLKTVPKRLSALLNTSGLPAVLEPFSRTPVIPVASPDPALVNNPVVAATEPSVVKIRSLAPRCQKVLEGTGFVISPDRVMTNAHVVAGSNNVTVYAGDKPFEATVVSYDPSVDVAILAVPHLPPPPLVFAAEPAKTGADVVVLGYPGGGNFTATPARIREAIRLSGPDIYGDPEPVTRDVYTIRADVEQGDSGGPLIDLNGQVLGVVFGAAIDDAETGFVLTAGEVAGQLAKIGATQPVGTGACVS
Mtb FBA inh: Mtb FBA enzyme inhibitors, primary screen, biochemical, fluorescence, strain H37Rv | purified M. tuberculosis FBA, fluorescence read-out | inhibition, % at 1 µM | hit rate 2.3% among 360,000; in the data active means inhibition above about 27%;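 further: 0% = vehicle and 100% = reference inhibitor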
Target sequence (P9WQA3 whole entry, looked up): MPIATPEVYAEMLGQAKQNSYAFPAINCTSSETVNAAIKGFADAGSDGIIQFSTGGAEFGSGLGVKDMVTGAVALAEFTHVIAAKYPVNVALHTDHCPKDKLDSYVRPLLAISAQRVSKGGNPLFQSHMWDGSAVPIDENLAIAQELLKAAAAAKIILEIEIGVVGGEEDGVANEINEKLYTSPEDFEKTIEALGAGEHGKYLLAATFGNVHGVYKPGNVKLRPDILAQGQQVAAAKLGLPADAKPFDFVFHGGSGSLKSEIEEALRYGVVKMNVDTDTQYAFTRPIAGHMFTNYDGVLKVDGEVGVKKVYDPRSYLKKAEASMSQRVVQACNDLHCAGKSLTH
MazF activator: activators of E. coli MazEF toxin-antitoxin RNase, primary screen, biochemical, fluorescence, uHTS; Endoribonuclease toxin MazF (Escherichia coli (strain K12)), P0AE70; FAM/BHQ RNA-DNA oligo cleavage fluorescence, 5 h; activation, % at 20 µM; hit rate 0.32% among 350,000; AID 504720, 2011; in the data active means activation above about 50%
Target sequence (P0AE70 whole entry, looked up): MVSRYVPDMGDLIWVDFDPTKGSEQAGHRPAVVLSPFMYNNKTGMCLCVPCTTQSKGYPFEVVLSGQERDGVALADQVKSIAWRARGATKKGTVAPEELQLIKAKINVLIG
SARS 3CLpro inh: SARS-CoV 3CLpro protease inhibitors, primary screen, biochemical, quenched FRET | recombinant SARS-CoV 3CLpro, quenched FRET peptide cleavage | inhibition, % at 6 µM | hit rate 0.14% among 290,000; in the data active means inhibition above about 12%
DUSP3 inh: VHR1 phosphatase inhibitors, primary screen, biochemical, absorbance, uHTS; recombinant VHR phosphatase, pNPP absorbance; hit rate 0.52% among 290,000; inhibition, % at 13.3 µM; Dual specificity protein phosphatase 3 (Homo sapiens), P51452; in the data active means inhibition above about 50%; further: some compounds called inactive have numbers as strong as hits
Target sequence (P51452 whole entry, looked up): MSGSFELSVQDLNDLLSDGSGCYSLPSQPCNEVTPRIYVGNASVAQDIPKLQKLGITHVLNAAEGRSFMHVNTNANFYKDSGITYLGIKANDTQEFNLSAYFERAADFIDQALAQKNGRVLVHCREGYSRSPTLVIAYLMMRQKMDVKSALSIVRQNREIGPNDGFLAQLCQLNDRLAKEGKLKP
Numbers without * were called inactive; & = joins results of further samples. A portion of the library, so the mix of outcomes need not match the whole.

Screening COc1ccc(N(C(=O)CNC(=O)c2cccs2)C(C(=O)NCC2CCCO2)c2ccccc2)c(OC)c1 (configuration not stated) returned PriA SSB inh -5, GDH-TPI counter -11, Mtb BioA inh 0.6, Mtb UGM inh -1.1, BH1578 lux ind -0.5, Rv3671c inh -7, Mtb FBA inh -2, MazF activator -9, SARS 3CLpro inh -1 and DUSP3 inh 28.
For N/C(=N\NS(=O)(=O)c1cc(C(F)(F)F)cc(C(F)(F)F)c1)c1ccccn1 the results were GDH-TPI counter 13, Mtb BioA inh 0.7, Mtb UGM inh -0.3, BH1578 lux ind inactive, Rv3671c inh 11, Mtb FBA inh 0, MazF activator -6, SARS 3CLpro inh -1 and DUSP3 inh 14.
For COCC(=O)Nc1nnc(C2CCCCC2)s1 the results were PriA SSB inh 2, GDH-TPI counter 11, Mtb BioA inh -1.1, Mtb UGM inh 2.3, BH1578 lux ind inactive, Rv3671c inh -1, Mtb FBA inh 4, MazF activator 4, SARS 3CLpro inh 1 and DUSP3 inh -22.
Screening COc1ccc(-c2nc(CS(=O)CC(=O)NCCN3CCCCC3C)c(C)o2)cc1OC (configuration not stated) returned PriA SSB inh -4, GDH-TPI counter 2, Mtb BioA inh -0.5, Mtb UGM inh 0.5, BH1578 lux ind 0.3, Rv3671c inh -11, Mtb FBA inh 7, MazF activator -6, SARS 3CLpro inh 0 and DUSP3 inh 48.
Screening O=c1cc(C(F)(F)F)[nH]c2ccccc12 returned PriA SSB inh -7, GDH-TPI counter 0, Mtb UGM inh 4.8, BH1578 lux ind -0.6, Rv3671c inh -3, Mtb FBA inh 7, MazF activator 9, SARS 3CLpro inh 5 and DUSP3 inh -7.
For CCO[C@H]1OC(C(N)=O)=C[C@@H](c2csc3ccccc23)[C@@H]1CCCO the results were PriA SSB inh -3, GDH-TPI counter 9, Mtb BioA inh 1.3&-0.4, Mtb UGM inh 0.3, BH1578 lux ind inactive, Rv3671c inh -1, Mtb FBA inh 4, MazF activator 12, SARS 3CLpro inh 1 and DUSP3 inh 0.
`Cc1ccc(N=Nc2c(C)[nH][nH]c2=O)c(C)c1` gave PriA SSB inh 10, GDH-TPI counter 3, Mtb BioA inh 0.3, Mtb UGM inh -1.4, BH1578 lux ind -0.2, Rv3671c inh -7, Mtb FBA inh -18, MazF activator 1, SARS 3CLpro inh 6 and DUSP3 inh 22.
For O=[N+]([O-])c1ccccc1N=NNc1ccccc1 the results were PriA SSB inh 0, GDH-TPI counter 13, Mtb BioA inh -1.6, BH1578 lux ind -0.8, Mtb FBA inh -4 and MazF activator 3.
CNc1nc(Cl)c(SC)c(NC2CCCCC2)n1 was read as PriA SSB inh -1, GDH-TPI counter 12, Mtb UGM inh 0.5, BH1578 lux ind -0.3, Rv3671c inh 4, Mtb FBA inh -3, MazF activator 3, SARS 3CLpro inh 0 and DUSP3 inh 19.
Screening CN(C)S(=O)(=O)c1cc([N+](=O)[O-])ccc1N1CCCCCC1 returned PriA SSB inh 18, GDH-TPI counter 3, Mtb BioA inh 1.9, Mtb UGM inh 0.2, BH1578 lux ind inactive, Rv3671c inh 7, Mtb FBA inh -6, MazF activator -1, SARS 3CLpro inh -3 and DUSP3 inh 48.
Screening Cc1ccc(C(=O)OCC(=O)Nc2cccc(Cl)c2C)c(O)c1 returned PriA SSB inh 6, GDH-TPI counter -3, Mtb BioA inh -0.7, Mtb UGM inh 1.1, BH1578 lux ind inactive, Rv3671c inh -5, Mtb FBA inh -7, MazF activator -2, SARS 3CLpro inh -4 and DUSP3 inh 10.
For COc1ccc(NS(=O)(=O)c2ccc(NC(=S)NC(=O)/C=C/c3ccc(C)cc3)cc2)nn1 the results were PriA SSB inh -11, GDH-TPI counter 1, Mtb UGM inh -4.4, BH1578 lux ind -0.2, Rv3671c inh -46, Mtb FBA inh -6, MazF activator 3, SARS 3CLpro inh 4 and DUSP3 inh 12.
For CCOC(=O)c1c(-c2ccc(-c3ccccc3)cc2)csc1NC(=O)CCC(=O)O the results were PriA SSB inh -3, GDH-TPI counter 12, Mtb BioA inh 2.4, Mtb UGM inh -2.4, BH1578 lux ind -1.6, Rv3671c inh -16, Mtb FBA inh 6, MazF activator -1, SARS 3CLpro inh 4 and DUSP3 inh 7.
CC(C)(C)c1ccc(C(=O)NC(=S)Nc2sc3c(c2C#N)CCC3)cc1 was read as PriA SSB inh -17, GDH-TPI counter 5, Mtb UGM inh -0.2, BH1578 lux ind -0.2, Rv3671c inh -3, Mtb FBA inh 0, MazF activator 3, SARS 3CLpro inh 1 and DUSP3 inh -9.
`CC(=O)Nc1sc2c(c1C(N)=O)CCN(Cc1ccccc1)C2` gave PriA SSB inh -1, GDH-TPI counter -1, Mtb UGM inh -1.2, BH1578 lux ind inactive, Rv3671c inh 10, Mtb FBA inh 7, MazF activator -10, SARS 3CLpro inh -1 and DUSP3 inh 18.

A section from further up:
CC(C)(C)c1ccc(C(=O)NC(=S)Nc2sc3c(c2C#N)CCC3)cc1 was read as PriA SSB inh -17, GDH-TPI counter 5, Mtb UGM inh -0.2, BH1578 lux ind -0.2, Rv3671c inh -3, Mtb FBA inh 0, MazF activator 3, SARS 3CLpro inh 1 and DUSP3 inh -9.
`CC(=O)Nc1sc2c(c1C(N)=O)CCN(Cc1ccccc1)C2` gave PriA SSB inh -1, GDH-TPI counter -1, Mtb UGM inh -1.2, BH1578 lux ind inactive, Rv3671c inh 10, Mtb FBA inh 7, MazF activator -10, SARS 3CLpro inh -1 and DUSP3 inh 18.

Continuation.
`Cc1c(NC(=O)CCCOc2ccccc2)cccc1[N+](=O)[O-]` gave PriA SSB inh -13, GDH-TPI counter 0, Mtb BioA inh -1.4, Mtb UGM inh -0.7, BH1578 lux ind -0.2, Rv3671c inh -7, Mtb FBA inh -1, MazF activator -1, SARS 3CLpro inh 5 and DUSP3 inh -19.
Screening CSc1ccccc1OCc1cc(C(=O)N2CCN3CCCC3C2)no1 (configuration not stated) returned PriA SSB inh 0, GDH-TPI counter -3, Mtb BioA inh -1.6, Mtb UGM inh -0.1, BH1578 lux ind -0.9, Rv3671c inh 3, Mtb FBA inh -1, MazF activator 8, SARS 3CLpro inh -3 and DUSP3 inh -20.
Screening O=C1/C(=N\S(=O)(=O)c2cccs2)C([n+]2ccccc2)=C([O-])c2ccccc21 returned GDH-TPI counter 6, Mtb UGM inh 9.1, BH1578 lux ind -3.7, Rv3671c inh -65, Mtb FBA inh -7, MazF activator -2, SARS 3CLpro inh 4 and DUSP3 inh 23.
CN1CCN(C(=O)C2C3C=CC(C3)C2C(=O)O)CC1 (configuration not stated) was read as PriA SSB inh -5, GDH-TPI counter -2, Mtb UGM inh 0.0, BH1578 lux ind inactive, Rv3671c inh -2, Mtb FBA inh 10, MazF activator -2, SARS 3CLpro inh 0 and DUSP3 inh 19.
O=c1cc(CSc2nnnn2-c2ccccc2)nc(Nc2ccc(F)cc2)[nH]1 was read as PriA SSB inh -8, GDH-TPI counter 9, Mtb BioA inh -0.5, Mtb UGM inh -0.4, BH1578 lux ind 1.4, Rv3671c inh -21, Mtb FBA inh -1, MazF activator 3, SARS 3CLpro inh 3 and DUSP3 inh -6.
`Cc1ccc(NC(=O)c2ccc(Cl)cc2[N+](=O)[O-])nc1` gave PriA SSB inh 2, GDH-TPI counter -1, Mtb UGM inh -1.0, BH1578 lux ind 0.8, Rv3671c inh -4, Mtb FBA inh 19, MazF activator -11, SARS 3CLpro inh -2 and DUSP3 inh 10.
`COc1ccc2nc(/N=C/c3c(O)n(-c4cccc(Cl)c4)c(=O)[nH]c3=O)sc2c1` gave GDH-TPI counter -3, Mtb UGM inh -1.2, BH1578 lux ind inactive, Rv3671c inh 6, Mtb FBA inh 0, MazF activator -71, SARS 3CLpro inh 9 and DUSP3 inh 13.
O=C(NCCCc1nc2ccccc2[nH]1)c1cccs1 was read as PriA SSB inh -1, GDH-TPI counter -2, Mtb BioA inh 0.9, Mtb UGM inh -0.6, BH1578 lux ind -0.6, Rv3671c inh 1, Mtb FBA inh 0, MazF activator 6, SARS 3CLpro inh 2 and DUSP3 inh 22.
`Cc1nc(N2CCOCC2)c2oc3ccccc3c2n1` gave PriA SSB inh -5, GDH-TPI counter 10, Mtb BioA inh -1.7, Mtb UGM inh 1.6, BH1578 lux ind -0.3, Rv3671c inh -8, Mtb FBA inh 2, MazF activator -1, SARS 3CLpro inh 0 and DUSP3 inh 10.
For Cc1[nH]c2ccccc2c1/C=N/Nc1ccc(F)cc1F the results were Mtb UGM inh 0.5, Rv3671c inh 6, SARS 3CLpro inh 0 and DUSP3 inh 0.
For Cc1ccc(-n2nc3c(=O)n(CC(=O)NCc4ccccc4)nc(C)c3c2C)cc1 the results were PriA SSB inh -14, GDH-TPI counter -14, Mtb BioA inh -0.5, Mtb UGM inh -0.2, BH1578 lux ind -0.4, Rv3671c inh 0, Mtb FBA inh -6, MazF activator 2, SARS 3CLpro inh -3 and DUSP3 inh -22.
O=C(c1ccccc1)c1nn(-c2cccc(Cl)c2)c2nc(-c3ccccc3)cc(=O)n12 was read as PriA SSB inh -7, GDH-TPI counter -2, Mtb BioA inh -0.5, Mtb UGM inh 1.8, BH1578 lux ind -0.1, Rv3671c inh -4, Mtb FBA inh -2, MazF activator -6, SARS 3CLpro inh 0 and DUSP3 inh -1.
CCc1ccc(O)c(N=Cc2ccccc2O)c1 was read as PriA SSB inh -12, GDH-TPI counter 4, Mtb UGM inh 2.5, BH1578 lux ind -0.9, Rv3671c inh 2, Mtb FBA inh 0, MazF activator -6, SARS 3CLpro inh 3 and DUSP3 inh 3.
`Fc1ccccc1C1CCN(Cc2nc(CC3CC3)no2)C1` (configuration not stated) gave PriA SSB inh 3, GDH-TPI counter -10, Mtb UGM inh -2.1, BH1578 lux ind -1.2, Rv3671c inh -9, Mtb FBA inh -5, MazF activator 3, SARS 3CLpro inh 1 and DUSP3 inh 8.
Cc1cccc(N(C2C=CS(=O)(=O)C2)S(=O)(=O)c2ccccc2)c1 (configuration not stated) was read as PriA SSB inh 1, GDH-TPI counter 1, Mtb BioA inh 1.0, Mtb UGM inh 0.5, BH1578 lux ind -5.0, Rv3671c inh -5, Mtb FBA inh 0, MazF activator 6, SARS 3CLpro inh 8 and DUSP3 inh -8.
CN(Cc1ccccc1F)C(=O)CN1c2cccc3cccc(c23)S1(=O)=O was read as PriA SSB inh -2, GDH-TPI counter 3, Mtb BioA inh 0.1, Mtb UGM inh -1.2, BH1578 lux ind -0.9, Rv3671c inh 6, Mtb FBA inh 9 and MazF activator -2.
COCCN(Cc1ccccc1)P(=O)(O)c1ccccc1OCC(=O)O was read as PriA SSB inh -12, GDH-TPI counter 5, Mtb BioA inh -1.2, Mtb UGM inh -0.9, BH1578 lux ind inactive, Rv3671c inh 4, Mtb FBA inh -2, MazF activator -2, SARS 3CLpro inh -2 and DUSP3 inh 14.
Oc1ccc(C(=S)N2CCN(Cc3ccccc3)CC2)cc1 was read as PriA SSB inh -2, GDH-TPI counter 16, Mtb BioA inh 1.6, Mtb UGM inh 2.3, BH1578 lux ind inactive, Rv3671c inh -2, Mtb FBA inh 2, MazF activator 8, SARS 3CLpro inh -3 and DUSP3 inh 19.
